From PubChem
PLK1 PBD block = inhibitors of human PLK1 polo-box domain binding; P53350; Plk1 PBD binding of FITC phosphopeptide, fluorescence polarization; Potency, µM, for inactives: max response, negative = inhibition, usual class: inhibitors; 360,000 tested, 2.8% active; further: potency means the concentration at half of the fitted maximal effect; series mostly up to about 57 µM; on the % scale 0 is the no-effect control and ±100 the full control effect; nearly all actives have a fitted effect of over 65% in size
Target sequence (P53350 whole entry, looked up, the tested form may be a part): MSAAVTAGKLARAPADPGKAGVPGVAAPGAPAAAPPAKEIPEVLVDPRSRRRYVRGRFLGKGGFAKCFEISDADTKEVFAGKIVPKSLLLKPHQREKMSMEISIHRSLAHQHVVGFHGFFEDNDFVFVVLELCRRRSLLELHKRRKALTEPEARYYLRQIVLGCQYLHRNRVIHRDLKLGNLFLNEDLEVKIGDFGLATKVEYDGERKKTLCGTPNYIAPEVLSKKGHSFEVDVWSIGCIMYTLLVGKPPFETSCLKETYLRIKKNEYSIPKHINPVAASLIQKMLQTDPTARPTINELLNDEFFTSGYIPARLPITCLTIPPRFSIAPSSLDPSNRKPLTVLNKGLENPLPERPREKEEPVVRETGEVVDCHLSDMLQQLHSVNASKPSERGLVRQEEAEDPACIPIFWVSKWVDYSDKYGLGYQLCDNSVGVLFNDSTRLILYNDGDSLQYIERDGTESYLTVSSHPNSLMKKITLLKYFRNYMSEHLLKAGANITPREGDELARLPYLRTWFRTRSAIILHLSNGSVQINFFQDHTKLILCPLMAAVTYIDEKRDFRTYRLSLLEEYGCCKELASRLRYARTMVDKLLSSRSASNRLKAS
MmCpn inh = M. maripaludis TRiC chaperonin inhibition; Potency, µM (highest dose often 76.9 µM), for the others: top-dose activity, negative = inhibition, usual class: inhibitors; 330,000 tested, 0.031% active; AID 504842; purified Mm-Cpn ATPase, ADP Transcreener TR-FRET; further: potency means the concentration at half of the fitted maximal effect; on the % scale 0 is the no-effect control and ±100 the full control effect; nearly all actives have a fitted effect of over 80% in size
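Purified archaeal chaperonin (25 nM final) was preincubated with compound for 10 min at 37°C, then ATP (10 uM final) was added for 30 min at 37°C in Tris pH 7.4/KCl/MgCl2/DTT buffer. ADP was quantified by HTRF Transcreener TR-FRET.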
EPAC1 antag = blocks human EPAC1 exchange factor. O95398. EPAC1 GEF assay, Rap1b-BODIPY-GDP exchange fluorescence. Potency, µM (highest dose often 115 µM), without a hit: top-dose activity change, negative = inhibition, most hits filed as inhibitors. 360,000 tested, 0.14% active. AID 720709;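 further: potency means the concentration at half of the fitted maximal effect; plate controls were vehicle for no effect and positive control for full effect; nearly all actives have a fitted effect of over 50% in size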
CCT modulator = changes cytosolic chaperonin activity. purified chaperonin ATPase assay, HTRF ADP detection, 30 min. activity change, % (test concentration not listed), hits read low. 360,000 tested, 0.3% active; in the data active means activity change below about -30%; further: on the % scale 0 is the no-effect control and ±100 the full control effect
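Nucleotide hydrolysis assay: TRiC at 20–40 nM final (set by batch activity) with 10 uM ATP, 30 min at 37 °C, in presence of 76 uM compound. Detection by competitive ADP HTRF, 30 min ambient.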
PI5P4K alpha inh = inhibitors of human PI5P4K alpha | P48426 | AID 652105 | max response, % | 330,000 tested, 1.2% active | PI5P4Kalpha enzyme, ADP-Glo luminescence, 60 min; active compounds read low; active means max response of -50% or lower; inconclusive means between -30% and -50%; inactive means -30% or higher; further: value at the top dose of about 77 µM; on the % scale 0 is the no-effect control and ±100 the full control effect
Target sequence (P48426 whole entry, looked up): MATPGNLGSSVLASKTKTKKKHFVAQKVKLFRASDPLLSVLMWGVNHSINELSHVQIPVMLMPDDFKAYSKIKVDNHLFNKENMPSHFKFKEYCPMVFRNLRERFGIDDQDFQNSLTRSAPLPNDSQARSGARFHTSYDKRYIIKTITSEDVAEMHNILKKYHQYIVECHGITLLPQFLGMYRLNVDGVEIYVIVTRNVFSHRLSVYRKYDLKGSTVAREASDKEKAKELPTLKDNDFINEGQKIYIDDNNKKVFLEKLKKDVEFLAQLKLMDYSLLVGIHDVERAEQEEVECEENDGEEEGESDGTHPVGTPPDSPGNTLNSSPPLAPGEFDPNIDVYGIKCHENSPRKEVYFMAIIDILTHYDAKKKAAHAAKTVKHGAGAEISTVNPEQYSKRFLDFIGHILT
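ADP-Glo luminescence end-point after a 60 min room-temperature kinase reaction. PI5P4Kalpha and substrate in HEPES pH 7.4 buffer with EGTA, 0.1% CHAPS and 5% DMSO; ATP at 5 microM final.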
EPAC1 ag = agonists of human EPAC1. 360,000 tested, 0.073% active. Potency, µM (titrated, usually from 154 µM), for inactives: at the top dose activation, actives largely listed as activators. EPAC1 agonist qHTS, biochemical assay; response scale: 100% = response to 6.5 mM cAMP. O95398; further: potency means the concentration at half of the fitted maximal effect; nearly all actives have a fitted effect of over 60% in size
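Nucleotide exchange by EPAC1 (100 nM) on Rap1B–BODIPY-GDP (250 nM) in the presence of 50 uM GDP is tracked fluorescently at 480/540 nm over 30 min. Signals are normalized to a 6.5 mM cAMP control.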
WRN inhibitor = inhibitors of human WRN helicase; 360,000 tested, 0.46% active; Q14191; WRN helicase unwinding, fluorescent forked duplex, kinetic; AID 651768; Potency, µM (doses to about 114 µM), for inactives: top-dose activity change, negative = inhibition, usual class: inhibitors; further: potency means the concentration at half of the fitted maximal effect; on the % scale 0 is the no-effect control and ±100 the full control effect; nearly all actives have a fitted effect of over 55% in size
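Fluorescence dequenching readout, ex 525 nm/em 598 nm, kinetic mode: forked duplex DNA (100 nM final) with adjacent fluorophore and quencher unwound by WRN (20 nM final) with 2 mM ATP. Compound preincubation 15 min, room temperature.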
EPAC2 antag = blocks human EPAC2 exchange factor; Q8WZA2; EPAC2 GEF exchange of Rap1B-BODIPY-GDP, fluorescence; Potency, µM (highest dose often 114 µM), for the others: at the top dose activity, negative = inhibition, actives largely listed as inhibitors; 360,000 tested, 0.18% active; AID 720708; further: potency means the concentration at half of the fitted maximal effect; on the % scale 0 is the no-effect control and ±100 the full control effect; nearly all actives have a fitted effect of over 45% in size; many of its hits are not listed in these tables
* = called active by the depositor; ? = inconclusive; . = not tested or not shown; [ ] = another dose, or the depositor's remark. Unless noted, the call rests on the fitted dose curve; in most records, active means well fitted curve in the direction sought with a large enough effect; inconclusive means small, poorly fitted or top-dose-only effect, or another doubt; inactive means no such curve, though single readings can be large; an effect the other way counts as inactive or inconclusive. Only part of the results is shown; the hit share may differ from the screen's.

no.	mol	EPAC1 antag	EPAC1 ag	EPAC2 antag	MmCpn inh	WRN inhibitor	CCT modulator	PLK1 PBD block	PI5P4K alpha inh
1	CCC(C(=O)OCC(=O)Nc1ccc(F)cc1)c1ccccc1 (stereo not given)	-11.7%	-4.1%	-2.9%	1.6%	-4.7%	1.0	-5.8%	9.0
2	CCC(C(=O)Nc1cccnc1)c1ccccc1 (stereo not given)	-3.0%	1.7%	-1.2%	0.4%	-1.6%	-0.6	-4.2%	3.7
3	Cc1nn(C)cc1S(=O)(=O)NC1CCCC1	11.1%	11.1%	2.3%	2.8%	-2.7%	-0.4	-7.7%	7.3
4	CCS(=O)(=O)c1ncc(Cl)c(C(=O)Nc2ccc(S(=O)(=O)N3CCC(C)CC3)cc2)n1	?	1.6%	-8.3%	-9.1%	2.2%	-8.7	?	-19.8
5	O=c1[nH]c2ccccc2n1C1=CCCC1	-5.7%	-8.2%	-0.4%	0.4%	-30.6%[57.1 µM]	-1.8	-11.5%	-2.7
6	O=c1c2c3nc4ccccc4nc3n(Cc3ccccc3)c2ncn1Cc1ccco1	?	-0.5%	12.7%	-4.9%	?	-14.0	-27.2%	-68.2*
7	Cc1ccc(C)[n+](CC(=O)c2ccc(-c3ccccc3)cc2)c1	-0.2%	4.4%	?	-2.3%	-13.1%	1.3	-6.7%	1.6
8	CCOc1ccc(NC(=O)c2cc([N+](=O)[O-])ccc2N2CCOCC2)cc1	-13.3%	-1.7%	-1.1%	-1.8%	2.7%	-1.8	-7.6%	-1.3
9	N#Cc1ccccc1NC(=O)CN1C(=O)NC2(CCCC2)C1=O	-4.0%	-5.5%	5.2%	0.6%	18.4%	0.2	-0.1%	2.7
10	Cc1ccc2c(c1)N(CC(=O)NCCCN1CCCCC1)C(=O)c1cccnc1O2	8.7%	5.8%	-2.2%	0.9%	-2.3%	-1.0	-1.9%	-0.7
11	COc1ccc(S(=O)(=O)c2c[nH]c(=S)[nH]c2=O)cc1Cl	6.3%	7.7%	1.5%	0.8%	8.4%	-22.0	?	-71.5*
12	O=C(COC(=O)CC(c1ccccc1)c1ccccc1)NCc1ccccc1	?	7.1%	-22.8%	1.2%	-4.2%	-2.7	-17.1%	3.8
13	N#CC(=C(O)COC(=O)CCC1CCCCC1)c1nc2ccccc2[nH]1	-2.5%	-5.3%	14.3%	.	3.7%	0.1	7.7%	-5.6
14	CC(=O)c1ccccc1NC(=O)COC(=O)CSCC(=O)Nc1cc(C)on1	-15.2%	?	4.3%	-5.3%	-5.7%	2.1	1.8%	1.6
15	O=S(=O)(c1ccccc1)N1CCC(O)(CN2CCN(c3ccccc3)CC2)CC1	-4.8%	-3.1%	0.4%	0.3%	6.8%	-1.2	4.3%	-8.6
16	CSc1cccc(NC(=S)N(CCCN2CCCC2)Cc2cccn2Cc2ccc(Cl)cc2)c1	-21.6%	5.0%	2.5%	-0.1%	?	1.1	-15.6%	-4.9
17	C[C@@H](NC(=O)c1nc[nH]c1C(=O)N(C)Cc1ccccc1)c1ccccc1	2.4%	1.1%	1.3%	-0.9%	3.5%	-0.4	2.3%	0.5
18	Cn1nc(-c2ccc(C(=O)NCC3CCCO3)cc2)c2ccccc2c1=O (stereo not given)	6.8%	-1.6%	-0.6%	3.2%	-11.0%[57.1 µM]	-0.8	-6.0%	5.6
19	COc1ccc(Nc2nc(NCc3cccs3)nc3ccsc23)cc1OC	-19.2%	8.6%	-1.9%	.	-18.5%	0.8	6.1%	-12.9
20	CCOCc1nnc(NC(=O)CSCc2ccccc2)s1	5.8%	14.2%	6.1%	0.1%	7.1%	-2.4	-13.9%	0.0
21	C[C@H](CO)N1C[C@H](C)[C@@H](CN(C)C(=O)Nc2ccc(C(F)(F)F)cc2)Oc2c(NC(=O)Nc3ccc4c(c3)OCO4)cccc2C1=O	-11.7%	-5.5%	-14.2%	1.4%	-8.8%	-1.4	-20.3%	-5.4
22	COc1ccc(CCNC(=O)CN2CCN(S(=O)(=O)c3ccc(Cl)cc3)CC2)cc1OC	-0.4%	-1.3%	8.6%	0.8%	-2.0%	-2.5	-2.7%	6.7
23	C[C@]12C=CC(=O)C=C1CC[C@@H]1[C@@H]2C(=O)C[C@@]2(C)[C@H]1CC[C@]2(O)C(=O)COC(=O)CCC(=O)O	4.6%	1.7%	3.5%	1.0%	3.0%	-3.9	-14.3%	2.7
24	CCOC(=O)CSc1nnc(NC(=O)CCc2ccccc2)s1	-7.5%	5.7%	12.5%	2.0%	-1.0%	-1.3	-12.0%	-1.7
25	CCOC(=O)N1CCC2(CC1)NCCc1c2[nH]c2ccccc12	-6.2%	2.6%	7.2%	0.7%	1.9%	0.2	2.7%	-3.2
26	Cc1cc(C(=O)N2CCCC(N3CCN(c4cccc(Cl)c4)CC3)C2)n(C)n1 (stereo not given)	1.2%	0.5%	-18.8%	2.8%	9.2%	1.7	-1.5%	3.2
27	CC(Oc1ccc2c3c(c(=O)oc2c1)CCC3)C(=O)NCC1CCC(C(=O)O)CC1 (stereo not given)	-4.5%	-18.8%	-8.9%	-6.0%	-3.1%	0.2	-9.2%	5.3
28	O=C(c1ccccc1)N1CCN(C2c3cccc4cccc(c34)C2NS(=O)(=O)c2ccccc2)CC1 (stereo not given)	0.1%	6.5%	2.4%	-0.4%	-2.7%	-2.2	-0.6%	-1.4
29	COC(=O)CSc1nc(-c2ccccc2)c2c(c1C#N)CCCC2	-22.4%	5.2%	-0.5%	-8.7%	-9.5%	-1.1	?	7.2
30	CCCCCC(=O)Nc1cccc(C2=NOC3(C2)C[C@@H](C(N)=O)N(C(=O)c2cc([N+](=O)[O-])cc([N+](=O)[O-])c2C)C3)c1 (stereo not given in full)	-17.7%	-22.1%	1.8%	1.7%	-3.7%	1.4	-4.7%	1.2
31	O=C(Nc1nc2ccc([N+](=O)[O-])cc2s1)c1c(F)cccc1F	-18.3%	3.0%	-2.8%	-0.9%	1.7%	-1.1	-16.6%	2.0
32	COC(=O)c1c(NC(=O)CN2CCN(c3ccccc3)CC2)c2c(C)cccc2n1C	-10.1%	0.3%	-14.3%	-1.3%	-5.7%	-1.4	-15.6%	6.2
33	COCCCNC(=O)c1cc2c(s1)CS(=O)(=O)C2	5.5%	5.1%	-1.9%	1.3%	-1.5%	4.4	-6.3%	.
34	CCOC(=O)c1[nH]c2c(c1-c1ccccc1)C(=O)CC(c1ccccc1)C2 (stereo not given)	?	-11.0%	-19.8%	-0.8%	-5.1%	-2.5	-7.7%	7.5
35	CN1CCN(C(=O)/C(=C/c2cccs2)NC(=O)c2ccco2)CC1	-13.5%	-2.4%	4.3%	0.1%	-8.1%	-1.2	-10.8%	-2.4
36	CN(CC(=O)Nc1ccc(Cl)c(Cl)c1)C(=O)CC1OC(=O)c2ccccc21 (stereo not given)	5.8%	1.0%	-0.2%	0.0%	4.7%	0.1	3.0%	-5.0
37	COCCCNC(=O)c1oc2ccc(S(=O)(=O)N(C)C3CCCCC3)cc2c1C	-1.4%	10.2%	-1.6%	-0.6%	-1.3%	-0.4	-12.0%	0.9
38	Cc1ccc(-n2c(SCC(N)=O)nnc2-c2cnccn2)cc1	11.3%	-1.3%	1.3%	-3.2%	3.8%	-1.0	-2.2%	-0.2
39	COCc1cc(C)nc2sc(C(=O)OC)c(N)c12	3.9%	3.5%	5.9%	-2.1%	-2.2%	1.0	?	-4.5
40	COc1ccccc1NS(=O)(=O)c1ccc(C(=O)NCC(c2ccco2)N2CCCCC2)cc1 (stereo not given)	14.0%	-6.7%	-3.1%	.	-5.8%	0.1	-11.1%	2.6
41	Nc1ccc(-c2cc3ccccc3c(=O)o2)cc1	10.7%	2.1%	15.0%	-1.1%	4.7%	-2.1	0.4%	-6.1
42	O=C(Nc1ccc2nccnc2c1)c1ccco1	-10.1%	-11.2%	3.2%	-2.7%	2.1%	6.3	?	-19.2
43	CC(=O)Nc1ccc(S(=O)(=O)n2cnc(C)c2)cc1	-11.5%	6.7%	-4.1%	-1.0%	-7.3%	-0.2	-4.1%	-6.5
44	CCn1c(CSc2nc3ccccc3s2)nnc1SCC(N)=O	-9.5%	3.2%	-3.4%	2.5%	7.4%	-0.9	-3.5%	.
45	CCC(=O)Nc1cc(-c2nn(CC(=O)N3CCCCC3)c(=O)c3ccccc23)ccc1N1CCOCC1	-2.6%	1.9%	-3.6%	-2.2%	-8.5%	0.4	-1.9%	.
46	CCOC(=O)CSc1nc(C)cc(C)c1C(N)=O	-7.0%	2.4%	-6.4%	-1.8%	4.6%	1.4	-1.2%	2.8
47	CCC(C(=O)NCc1ccc(F)cc1)n1nc(C)n2c(cc3occc32)c1=O (stereo not given)	4.9%	-3.2%	-1.2%	0.2%	-4.9%	2.0	-4.5%	1.9
48	COc1cccc(/C=C/C(=O)NNC(=O)c2ccncc2)c1OC	6.1%	6.4%	22.1%	-0.8%	6.8%	0.5	-2.8%	3.1
49	COc1ccc(C(C)(C)C)cc1NC(=O)CCN1C(=O)C2CCCCC2C1=O (stereo not given)	-7.8%	-16.3%	0.0%	0.5%	-4.6%	-3.9	-0.5%	0.9
50	CC1CCN(c2c(NCC3CCC(C(=O)NCCc4ccc(Cl)cc4)CC3)c(=O)c2=O)CC1 (stereo not given)	?	-4.3%	1.4%	-18.1%	-1.4%	-2.0	-18.9%	-0.7
51	CC(C)CN1CC(Br)C(=O)NC1=O (stereo not given)	-13.6%	11.2%	-2.7%	.	11.6%	-1.0	-14.4%	-5.9

Four records drawn at random from those above, as already listed:
no.	mol	EPAC1 antag	EPAC1 ag	EPAC2 antag	MmCpn inh	WRN inhibitor	CCT modulator	PLK1 PBD block	PI5P4K alpha inh
50	CC1CCN(c2c(NCC3CCC(C(=O)NCCc4ccc(Cl)cc4)CC3)c(=O)c2=O)CC1 (stereo not given)	?	-4.3%	1.4%	-18.1%	-1.4%	-2.0	-18.9%	-0.7
40	COc1ccccc1NS(=O)(=O)c1ccc(C(=O)NCC(c2ccco2)N2CCCCC2)cc1 (stereo not given)	14.0%	-6.7%	-3.1%	.	-5.8%	0.1	-11.1%	2.6
44	CCn1c(CSc2nc3ccccc3s2)nnc1SCC(N)=O	-9.5%	3.2%	-3.4%	2.5%	7.4%	-0.9	-3.5%	.
43	CC(=O)Nc1ccc(S(=O)(=O)n2cnc(C)c2)cc1	-11.5%	6.7%	-4.1%	-1.0%	-7.3%	-0.2	-4.1%	-6.5
